TLR9-MyD88 inh = inhibitors of TLR9-MyD88 association in cells, primary screen, cell-based, CHO, BLA complementation, fluorescence; AID 504734, 2011; CCF4 FRET ratio; 340,000 compounds, 0.21% hits; inhibition, % at 4.98 µM; Toll-like receptor 9 (Homo sapiens) + Myeloid differentiation primary response protein …;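 active = inhibition above the mean over all tested compounds plus 3 SD, cut at about 21% in these data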;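 note: 0% = DMSO only wells and 100% = clavulanate BLA inhibitor control wells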
Target sequence (Q99836 whole entry, looked up): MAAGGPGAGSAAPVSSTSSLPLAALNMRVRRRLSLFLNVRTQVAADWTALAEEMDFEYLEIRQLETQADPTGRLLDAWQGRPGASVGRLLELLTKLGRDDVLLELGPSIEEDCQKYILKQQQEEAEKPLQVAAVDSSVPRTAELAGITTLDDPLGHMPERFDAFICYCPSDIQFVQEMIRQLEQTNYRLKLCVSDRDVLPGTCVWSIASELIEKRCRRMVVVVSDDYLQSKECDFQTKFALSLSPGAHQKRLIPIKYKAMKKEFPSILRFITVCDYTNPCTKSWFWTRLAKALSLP
Target sequence (Q9NR96 whole entry, looked up): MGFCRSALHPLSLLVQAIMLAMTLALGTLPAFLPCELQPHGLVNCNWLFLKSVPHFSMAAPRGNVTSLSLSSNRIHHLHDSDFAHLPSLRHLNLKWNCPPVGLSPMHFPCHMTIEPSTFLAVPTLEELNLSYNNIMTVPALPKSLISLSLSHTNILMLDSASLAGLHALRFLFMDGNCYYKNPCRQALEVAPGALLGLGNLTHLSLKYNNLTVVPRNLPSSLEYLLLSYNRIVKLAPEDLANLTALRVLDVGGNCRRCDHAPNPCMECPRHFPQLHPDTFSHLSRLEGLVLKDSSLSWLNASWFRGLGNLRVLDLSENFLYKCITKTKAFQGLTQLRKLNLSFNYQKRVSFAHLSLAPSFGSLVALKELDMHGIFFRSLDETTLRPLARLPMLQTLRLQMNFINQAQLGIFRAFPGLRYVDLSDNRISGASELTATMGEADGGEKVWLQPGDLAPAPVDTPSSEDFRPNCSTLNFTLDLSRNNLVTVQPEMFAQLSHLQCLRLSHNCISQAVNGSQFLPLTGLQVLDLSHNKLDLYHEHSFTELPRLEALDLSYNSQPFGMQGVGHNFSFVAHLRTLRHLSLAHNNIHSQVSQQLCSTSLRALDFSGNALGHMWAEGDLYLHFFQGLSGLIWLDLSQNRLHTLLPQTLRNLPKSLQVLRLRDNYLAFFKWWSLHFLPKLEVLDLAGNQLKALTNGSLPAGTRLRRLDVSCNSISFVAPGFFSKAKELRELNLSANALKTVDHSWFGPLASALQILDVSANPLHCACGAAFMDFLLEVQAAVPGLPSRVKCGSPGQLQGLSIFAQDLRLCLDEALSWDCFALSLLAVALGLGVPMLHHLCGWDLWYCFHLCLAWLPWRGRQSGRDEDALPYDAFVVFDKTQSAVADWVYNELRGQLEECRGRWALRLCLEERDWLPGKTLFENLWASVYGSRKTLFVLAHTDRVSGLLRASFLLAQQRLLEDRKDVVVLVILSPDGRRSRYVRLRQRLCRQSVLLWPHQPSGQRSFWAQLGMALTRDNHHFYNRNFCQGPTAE
Granule exo inh = LAMP-1 surface exposure blockers, TALL-104 cells – cell-based, flow cytometry, MLPCN library, primary screen | TALL-104 LAMP-1 surface exposure; cells stimulated with thapsigargin and PMA | inhibition, % at 10 µM | 360,000 compounds, 0.66% hits;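 active = inhibition above about 55%, limit read from the data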
ABHD5 PLIN5 PPI = ABHD5-PLIN5 interaction inhibitors, primary screen, cell lysate, split luciferase complementation, luminescence. Perilipin-5 (Homo sapiens) + 1-acylglycerol-3-phosphate O-acyltransferase ABHD5 (Homo …. Split G. princeps luciferase complementation, 4 h. inhibition, % at 4 µM. 360,000 compounds, 0.78% hits. AID 602281, 2012;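 active = inhibition above the mean inhibition across every tested compound plus 3 SD, cut at about 22% in these data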;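 note: 0% = DMSO only wells and the 100% control is not disclosed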
NOD2-RIPK2 inh = NOD2-RIPK2 binding disruptors in cells, primary screen, fluorescence, CHO cells, BLA complementation | AID 624267, 2012 | 360,000 compounds, 0.38% hits | inhibition, % at 4.98 µM | CCF4 ratio; in the data active = inhibition above about 21%;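 note: 0% = vehicle only and 100% = reference blocker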
TROY signal inh = inhibitors of TROY-driven NF-kB signaling, primary screen, Q293 LMP1-TROYcd cells, NF-kB luciferase, uHTS | Q293 LMP1-TROYcd NF-kB luciferase reporter, 4 h | inhibition, % at 10 µM | 360,000 compounds, 0.98% hits;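 active = compounds whose plate-normalised and pattern-corrected inhibition of the luciferase reporter signal at the single screening dose is 50% or more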
SRC1 inh = SRC1 coactivator transcriptional activity inhibitors, primary screen, cell-based, luminescence; HEK293 GAL4-SRC1 luciferase reporter; 360,000 compounds, 0.12% hits; inhibition, % at 3.6 µM; AID 588354, 2011; Nuclear receptor coactivator 1 (Homo sapiens), Q15788;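 active = inhibition above the campaign mean plus 3 SD, with each screening campaign given its own cutoff, cut at about 60% in these data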;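 note: 0% = DMSO treated cells and 100% = gossypol at 36 µM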
LRH-1 inv ag = LRH-1 (NR5A2) inverse agonists, primary screen, cell-based, luminescence, HEK293T, StAR-luciferase reporter; Nuclear receptor subfamily 5 group A member 2 (Homo sapiens), O00482; LRH-1 transfected, 24 h; inhibition, % at 3.6 µM; 360,000 compounds, 0.13% hits;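 active = inhibition above the mean inhibition of all tested compounds plus 3 SD, cut at about 73% in these data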;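 note: 0% = DMSO wells and 100% = reporter-only cells lacking LRH-1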
TWEAK-Fn14 inh = inhibitors of TWEAK-Fn14 signaling, primary screen, luciferase reporter cells, uHTS | TWEAK-stimulated Fn14 reporter cells, luciferase luminescence, 8 h | inhibition, % at 10 µM | 360,000 compounds, 2% hits; in the data active = inhibition above about 50%
NCOA2 inhibitor = inhibition of GAL4-SRC2 driven luciferase reporter, primary screen, SRC2 inhibitor project, cell-based, luminescence; Nuclear receptor coactivator 2 (Homo sapiens), Q15596; 370,000 compounds, 0.17% hits; AID 651957, 2012; HEK293 GAL4-SRC2 luciferase reporter; inhibition, % at 9 µM;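 active = inhibition above the mean inhibition of all tested compounds plus 3 SD, set per campaign, cut at about 52% in these data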;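 note: 0% = DMSO treated cells and 100% = cells given Gossypol at 36 µM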
NCOA3 inh = SRC3 coactivator transcriptional activity inhibitors, primary screen, cell-based, luminescence. inhibition, % at 3.6 µM. Nuclear receptor coactivator 3 (Homo sapiens), Q9Y6Q9. HEK293 GAL4-SRC3 luciferase reporter. 360,000 compounds, 0.17% hits;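 active = inhibition above a per-campaign cutoff, the mean of all compounds plus 3 SD, cut at about 60% in these data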;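 note: 0% = DMSO-treated cells and 100% = gossypol-treated cells at 36 µM; higher means less SRC3-driven luciferase light from the GAL4 reporter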
COUP-TFII inh = NR2F2 transcriptional activity inhibitors, primary screen, cell-based, luciferase reporter, HEK293T, luminescence; inhibition, % at 8.6 µM; COUP transcription factor 2 (Homo sapiens), P24468; AID 686940, 2013; HEK293T NGFI-A luciferase reporter; 370,000 compounds, 0.7% hits;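 active = inhibition above a per-plate cutoff, mean inhibition of test wells between control levels plus 3 SD, cut at about 38% in these data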;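 note: cells cotransfected with COUP-TFII expression vector driving the NGFI-A reporter; 0% = median of COUP-TF2 test wells and 100% = reporter-only cells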
Active calls of the source: *. Only part of the results is shown (hit frequency here may not be typical).

CC1C=CCC2C(=O)N(c3cccc(C(=O)NCCc4ccccc4)c3)C(=O)C12 (stereo not given) was read as TLR9-MyD88 inh -5, Granule exo inh -3, ABHD5 PLIN5 PPI -5, NOD2-RIPK2 inh -6, TROY signal inh 0, SRC1 inh 7, LRH-1 inv ag 0, TWEAK-Fn14 inh 2, NCOA2 inhibitor -2, NCOA3 inh -30 and COUP-TFII inh 6.
`CC(Oc1ccc2ccc(=O)oc2c1)C(=O)NC1CCN(Cc2ccccc2)CC1` (stereo not given) gave TLR9-MyD88 inh -5, Granule exo inh -1, ABHD5 PLIN5 PPI 1, NOD2-RIPK2 inh -12, TROY signal inh -5, SRC1 inh 1, LRH-1 inv ag 10, TWEAK-Fn14 inh 4, NCOA2 inhibitor 13, NCOA3 inh 1 and COUP-TFII inh -2.
For CC1CC(=O)Nc2ccccc2N1C(=O)CSc1nnnn1C(C)C (stereo not given) the results were TLR9-MyD88 inh -3, Granule exo inh 2, ABHD5 PLIN5 PPI -7, NOD2-RIPK2 inh -15, TROY signal inh -3, SRC1 inh -7, LRH-1 inv ag 0, TWEAK-Fn14 inh 2, NCOA2 inhibitor -5, NCOA3 inh -3 and COUP-TFII inh 11.
`CCN(Cc1nc(-c2ccc(C)cc2)no1)C(=O)c1ccco1` gave TLR9-MyD88 inh 0, Granule exo inh -9, ABHD5 PLIN5 PPI 0, NOD2-RIPK2 inh -5, TROY signal inh -5, SRC1 inh -40, LRH-1 inv ag 6, TWEAK-Fn14 inh -3, NCOA2 inhibitor -8, NCOA3 inh -3 and COUP-TFII inh 3.
Screening Cc1ccc(Nc2c(-c3ccco3)nc3ccccn23)cc1 returned TLR9-MyD88 inh -4, Granule exo inh 0, ABHD5 PLIN5 PPI 3, NOD2-RIPK2 inh -3, TROY signal inh -56, SRC1 inh -27, LRH-1 inv ag -16, TWEAK-Fn14 inh -22, NCOA2 inhibitor -3, NCOA3 inh -3 and COUP-TFII inh 13.
Screening CCOC(=O)c1c(N)sn(-c2ccccc2C)c1=S returned TLR9-MyD88 inh 7, Granule exo inh 10, ABHD5 PLIN5 PPI -8, NOD2-RIPK2 inh 1, TROY signal inh -13, SRC1 inh 2, LRH-1 inv ag 18, TWEAK-Fn14 inh -7, NCOA2 inhibitor -15, NCOA3 inh 6 and COUP-TFII inh -2.
Cc1cccc(NC(=O)CCC(=O)OCc2ccc(Br)cc2)c1 was read as TLR9-MyD88 inh 8, Granule exo inh 1, ABHD5 PLIN5 PPI -4, NOD2-RIPK2 inh -2, TROY signal inh -2, SRC1 inh -1, LRH-1 inv ag 16, TWEAK-Fn14 inh 3, NCOA2 inhibitor -15, NCOA3 inh 22 and COUP-TFII inh 0.
Screening CN(C)CCCNC(=O)/C(=C\c1ccc(-c2cccc([N+](=O)[O-])c2)o1)NC(=O)c1ccccc1 returned TLR9-MyD88 inh 1, Granule exo inh -2, ABHD5 PLIN5 PPI 14, NOD2-RIPK2 inh -5, TROY signal inh -6, SRC1 inh 3, LRH-1 inv ag 6, TWEAK-Fn14 inh -21, NCOA2 inhibitor -3, NCOA3 inh 13 and COUP-TFII inh -29.
Cc1cc(NC(=O)C(C)SCC(=O)Nc2nnc(CC(C)C)s2)no1 (stereo not given) was read as TLR9-MyD88 inh 9, Granule exo inh -5, ABHD5 PLIN5 PPI 2, NOD2-RIPK2 inh -1, TROY signal inh 10, SRC1 inh -16, LRH-1 inv ag -3, TWEAK-Fn14 inh 1, NCOA2 inhibitor -20, NCOA3 inh 5 and COUP-TFII inh 1.
O=C(NCc1ccncc1)C(=O)N/N=C/c1ccccc1OCc1ccccc1 was read as TLR9-MyD88 inh 4, Granule exo inh 8, ABHD5 PLIN5 PPI 0, NOD2-RIPK2 inh -3, TROY signal inh -7, SRC1 inh -15, LRH-1 inv ag -7, TWEAK-Fn14 inh -4, NCOA2 inhibitor -13, NCOA3 inh 3 and COUP-TFII inh -15.
For Nc1nonc1-c1noc(N2CCCCC2)n1 the results were TLR9-MyD88 inh 7, Granule exo inh -2, ABHD5 PLIN5 PPI 1, NOD2-RIPK2 inh -7, TROY signal inh -57, SRC1 inh -87, LRH-1 inv ag -73, TWEAK-Fn14 inh -7, NCOA2 inhibitor -3, NCOA3 inh -69 and COUP-TFII inh -33.
Screening Cc1ccc(-c2nnc(SCC(=O)Nc3ccc4c(c3)oc3ccccc34)n2C)c(Cl)c1 returned TLR9-MyD88 inh 0, Granule exo inh -2, ABHD5 PLIN5 PPI -7, NOD2-RIPK2 inh 6, TROY signal inh 22, SRC1 inh -25, LRH-1 inv ag 13, TWEAK-Fn14 inh 67*, NCOA2 inhibitor -6, NCOA3 inh -3 and COUP-TFII inh -6.
Screening CCn1c(C)cc(/C=C2/SC(=O)N(C(C)C(=O)OC)C2=O)c1C (stereo not given) returned TLR9-MyD88 inh -2, Granule exo inh 2, ABHD5 PLIN5 PPI 6, NOD2-RIPK2 inh -8, TROY signal inh -48, SRC1 inh -88, LRH-1 inv ag -107, TWEAK-Fn14 inh -11, NCOA2 inhibitor -16, NCOA3 inh -73 and COUP-TFII inh -25.
COCCNC(=O)c1ccc2c(c1)nc(C)n2-c1cccc(Cl)c1 was read as TLR9-MyD88 inh 4, Granule exo inh 10, ABHD5 PLIN5 PPI -2, NOD2-RIPK2 inh 0, TROY signal inh -9, SRC1 inh 12, LRH-1 inv ag -8, TWEAK-Fn14 inh -6, NCOA2 inhibitor -23, NCOA3 inh -12 and COUP-TFII inh -5.
For O=C(Nc1ccc2c(c1)CCC2)c1cccc(F)c1 the results were TLR9-MyD88 inh 1, Granule exo inh 3, ABHD5 PLIN5 PPI -4, NOD2-RIPK2 inh -5, TROY signal inh -31, SRC1 inh -102, LRH-1 inv ag -77, TWEAK-Fn14 inh -14, NCOA2 inhibitor -46, NCOA3 inh -99 and COUP-TFII inh -28.
`CCOc1ccc(-c2c(C(=O)N/N=C/c3ccc(O)cc3)nnn2-c2nonc2N)cc1` gave TLR9-MyD88 inh -4, Granule exo inh 8, ABHD5 PLIN5 PPI 6, NOD2-RIPK2 inh 10, TROY signal inh -1, SRC1 inh 18, LRH-1 inv ag 7, TWEAK-Fn14 inh 9, NCOA2 inhibitor -3, NCOA3 inh 23 and COUP-TFII inh 6.
For COc1ccc(C(=O)N2CCOC2CNC(=O)C(=O)NCc2ccccc2)cc1 (stereo not given) the results were TLR9-MyD88 inh 3, Granule exo inh -12, ABHD5 PLIN5 PPI -1, NOD2-RIPK2 inh -8, TROY signal inh 2, SRC1 inh 0, LRH-1 inv ag -20, TWEAK-Fn14 inh -7, NCOA2 inhibitor -29, NCOA3 inh 0 and COUP-TFII inh -9.
`Cc1cc(Nc2cnc3ccccc3n2)n(-c2ccccc2)n1` gave TLR9-MyD88 inh 10, Granule exo inh -1, ABHD5 PLIN5 PPI 1, NOD2-RIPK2 inh -39, TROY signal inh 5, SRC1 inh 7, LRH-1 inv ag 35, TWEAK-Fn14 inh 19, NCOA2 inhibitor -2, NCOA3 inh 5 and COUP-TFII inh 13.
Screening C[C@H](c1ccccc1)N1C[C@@H](COCc2ccccc2)Oc2cc(N3CC[C@@H](O)C3)ccc2S1(=O)=O returned Granule exo inh 0, ABHD5 PLIN5 PPI 9, NOD2-RIPK2 inh -10, TROY signal inh 4, LRH-1 inv ag -3, TWEAK-Fn14 inh -3, NCOA2 inhibitor 10 and COUP-TFII inh -3.
COCCNC(=O)C1CCCN(Cc2ccc(C#N)cc2)CC1 (stereo not given) was read as Granule exo inh 2, ABHD5 PLIN5 PPI 5, NOD2-RIPK2 inh 3, TROY signal inh -1, SRC1 inh 7, LRH-1 inv ag 1, TWEAK-Fn14 inh -3, NCOA2 inhibitor 10, NCOA3 inh 3 and COUP-TFII inh -11.
Screening CSc1ccc(NC(=O)Nc2ccc(C(=O)NCC(=O)O)cc2)cc1 returned TLR9-MyD88 inh 7, Granule exo inh 3, ABHD5 PLIN5 PPI 2, NOD2-RIPK2 inh -1, TROY signal inh -115, SRC1 inh -16, LRH-1 inv ag -10, TWEAK-Fn14 inh 12, NCOA2 inhibitor 3, NCOA3 inh -11 and COUP-TFII inh -12.
Screening Cc1cc2cc(CN(Cc3ccc4c(c3)OCO4)C(=O)c3cnccn3)c3nnnn3c2cc1C returned TLR9-MyD88 inh -3, Granule exo inh 0, ABHD5 PLIN5 PPI 5, NOD2-RIPK2 inh -5, TROY signal inh -8, SRC1 inh -12, LRH-1 inv ag 11, TWEAK-Fn14 inh -1, NCOA2 inhibitor 5, NCOA3 inh -4 and COUP-TFII inh 10.
`O=C(Cn1nc(C(F)F)cc1C(F)F)NNC(=S)Nc1ccc([N+](=O)[O-])cc1` gave TLR9-MyD88 inh 12, Granule exo inh 0, ABHD5 PLIN5 PPI -4, NOD2-RIPK2 inh 0, TROY signal inh 21, SRC1 inh 9, LRH-1 inv ag 14, TWEAK-Fn14 inh -19, NCOA2 inhibitor -8, NCOA3 inh -2 and COUP-TFII inh 8.
For C/C(=N\O)C(C)(C)Nc1ccccc1F the results were TLR9-MyD88 inh 2, Granule exo inh -4, ABHD5 PLIN5 PPI -8, NOD2-RIPK2 inh -1, TROY signal inh 4, SRC1 inh 7, LRH-1 inv ag -5, TWEAK-Fn14 inh -9, NCOA2 inhibitor -39, NCOA3 inh 15 and COUP-TFII inh 17.

Retrieved by structure from the entries so far, 2 records:
For O=C(Nc1ccc2c(c1)CCC2)c1cccc(F)c1 the results were TLR9-MyD88 inh 1, Granule exo inh 3, ABHD5 PLIN5 PPI -4, NOD2-RIPK2 inh -5, TROY signal inh -31, SRC1 inh -102, LRH-1 inv ag -77, TWEAK-Fn14 inh -14, NCOA2 inhibitor -46, NCOA3 inh -99 and COUP-TFII inh -28.
COCCNC(=O)C1CCCN(Cc2ccc(C#N)cc2)CC1 (stereo not given) was read as Granule exo inh 2, ABHD5 PLIN5 PPI 5, NOD2-RIPK2 inh 3, TROY signal inh -1, SRC1 inh 7, LRH-1 inv ag 1, TWEAK-Fn14 inh -3, NCOA2 inhibitor 10, NCOA3 inh 3 and COUP-TFII inh -11.
